# TEAD-YAP inh: TEAD-YAP interaction inhibition | HEK-TIYL cells, TEAD-Gal4/YAP UAS-luciferase luminescence | inhibition, % at 9.12 µM | 640,000 tested, 1.4% active | AID 1259422; in the data active = inhibition above about 32%;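 note: 0% = median of test compound wells and 100% = reference inhibitor wells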
# FBW7 activator: activators of human E3 ligase FBW7; 650,000 tested, 0.13% active; AID 1259310; normalized activity (activation), % at 26.1 µM; AlphaScreen FBW7–phospho-cyclin E peptide binding, activator screen; in the data active = normalized activity above about 1.9%;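 note: purified mutant Fbw7 with reduced substrate affinity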
# GPR151 ag: activates the human receptor GPR151 | 650,000 tested, 1% active | PathHunter beta-arrestin GPR151 cells, luminescence | activation, % at 11.2 µM | AID 1508602 | Q8TDV0; in the data active = activation above about 4.9%;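 note: 0% = median of compound wells and 100% = cells with positive control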
# Target sequence (Q8TDV0 whole entry, looked up): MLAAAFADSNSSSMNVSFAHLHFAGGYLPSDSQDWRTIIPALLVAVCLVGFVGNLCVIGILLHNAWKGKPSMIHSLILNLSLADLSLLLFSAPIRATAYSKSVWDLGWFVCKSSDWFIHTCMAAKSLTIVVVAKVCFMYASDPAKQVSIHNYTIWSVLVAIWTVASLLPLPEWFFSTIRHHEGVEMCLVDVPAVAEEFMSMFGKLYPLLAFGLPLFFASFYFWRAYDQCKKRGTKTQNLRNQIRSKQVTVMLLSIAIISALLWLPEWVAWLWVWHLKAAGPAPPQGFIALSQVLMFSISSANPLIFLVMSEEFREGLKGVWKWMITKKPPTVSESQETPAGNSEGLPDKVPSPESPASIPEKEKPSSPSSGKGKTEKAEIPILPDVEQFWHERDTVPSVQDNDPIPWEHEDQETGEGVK
# MITF inh: human MITF inhibition, primary screen. inhibition, % at 2.6 µM. 650,000 tested, 0.91% active. O75030. AID 1259374. AlphaScreen MITF homodimerization, bead proximity signal; in the data active = inhibition above about 50%;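 note: 0% = vehicle wells with protein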
# Target sequence (O75030 whole entry, looked up): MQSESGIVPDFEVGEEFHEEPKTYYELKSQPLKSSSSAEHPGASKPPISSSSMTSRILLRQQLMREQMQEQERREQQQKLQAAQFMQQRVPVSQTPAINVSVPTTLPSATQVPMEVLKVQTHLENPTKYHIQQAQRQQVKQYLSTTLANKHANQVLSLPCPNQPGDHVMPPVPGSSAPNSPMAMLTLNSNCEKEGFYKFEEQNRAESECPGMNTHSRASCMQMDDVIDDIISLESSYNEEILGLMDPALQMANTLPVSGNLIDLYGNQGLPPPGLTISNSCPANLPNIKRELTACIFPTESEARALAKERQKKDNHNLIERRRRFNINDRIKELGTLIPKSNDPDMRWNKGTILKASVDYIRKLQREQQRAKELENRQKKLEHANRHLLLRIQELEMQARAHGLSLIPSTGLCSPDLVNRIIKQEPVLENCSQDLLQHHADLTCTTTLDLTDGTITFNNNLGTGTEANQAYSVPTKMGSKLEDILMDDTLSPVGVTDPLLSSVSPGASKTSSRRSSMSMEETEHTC
# An asterisk follows results filed as active.
SMILES,TEAD-YAP inh,FBW7 activator,GPR151 ag,MITF inh
COc1cccc(-c2cc(C(=O)O)c3ccccc3n2)c1,15.2,0.2,1.0,6.3
COc1ccc(/C=C2\NC(=S)N(C3CCCCC3)C2=O)cc1OC,-11.1,0.0,0.3,7.4
O=C(Nc1ccccc1C(=O)N1CCCCCC1)c1cccc(S(=O)(=O)N2CCOCC2)c1,4.4,-0.1,0.1,-0.7
Cc1ccc(C)c(NC(=O)CSc2ncc(CO)n2CC(=O)NCc2ccc(Cl)cc2)c1,-0.5,-0.1,0.2,-0.2
COc1ccc(OC)c(-n2c(=S)[nH]c3cc(C(=O)Nc4cccc(Cl)c4)ccc3c2=O)c1,5.9,-0.1,1.4,9.5
O=C1C=CC(=O)N1CCCCCCN1C(=O)C=CC1=O,40.7*,-0.1,-2.4,1.6
COc1ccc2c(c1)C[C@H](C(=O)Nc1ccc(-c3cn[nH]c3)cc1OCCN1CCCC1)NC2,-4.3,0.0,-0.7,16.5
Cc1nc2ccccc2nc(C)c1=NOCc1ccccc1Cl,-64.6,-0.1,3.1,14.5
O=S(=O)(c1cccc2nsnc12)N1CCN(c2ccc(F)cc2)CC1,-4.3,0.2,-2.1,11.6
CC(=O)NC1(c2ccccc2)CCN(c2nc(C)cc(C)n2)CC1,-7.6,-0.1,1.0,15.2
Cc1cc(C)cc(CC(C(=O)Nc2ccccc2)C(C)C(=O)O)c1 (configuration not stated),-0.4,-0.1,-0.6,0.8
Cc1ccc(OCc2nc(SCC(=O)NC(=O)NCc3ccco3)n[nH]2)cc1,6.5,-0.1,0.8,10.3
Cn1c(N)c(C(=O)C23CC4CC(C2)CC(c2ccccc2)(C4)C3)c(=O)n(C)c1=O,-5.0,0.1,-1.0,3.4
O=C(Nc1c[nH]c(=O)[nH]c1=O)c1cccc([N+](=O)[O-])c1,-3.0,0.0,1.0,-5.5
O=C1NN(c2ccc(Cl)cc2)C(=O)/C1=C/c1cccc([N+](=O)[O-])c1,0.8,-0.2,-0.2,9.3
CC(C)N(Cc1nccn1C)C(=O)c1ccc(OC2CCN(C(=O)C3CC3)CC2)cc1,-0.2,0.0,0.8,-5.8
Cc1nc(Nc2nc3ccccc3c(=O)[nH]2)nc2c(C)cccc12,-3.1,0.1,-0.5,4.0
CCOC(=O)C1=C(C)N=c2s/c(=C/c3ccc(O)cc3)c(=O)n2C1c1cc(OC)c(OC)cc1Br (configuration not stated),9.7,-0.2,2.1,-6.8
c1ccc2cc(OCCN3CCNCC3)ccc2c1,-8.7,0.3,1.3,25.9
Cc1ccc(-c2nc(CS(=O)CC(=O)NCCc3ccc(Cl)cc3)c(C)o2)cc1 (configuration not stated),10.2,0.4,0.6,23.5

# Reformatted with two lines to a compound: entries from further up.
# Every second line gives: TEAD-YAP inh	FBW7 activator	GPR151 ag	MITF inh
Cc1ccc(OCc2nc(SCC(=O)NC(=O)NCc3ccco3)n[nH]2)cc1
 : 6.5	-0.1	0.8	10.3
Cc1nc(Nc2nc3ccccc3c(=O)[nH]2)nc2c(C)cccc12
 : -3.1	0.1	-0.5	4.0

# (list continues)
SMILES,TEAD-YAP inh,FBW7 activator,GPR151 ag,MITF inh
O=C(Cc1ccccc1)Nc1cnn(-c2cccc(C(=O)N[C@H]3CCNC3)c2)c1,-1.2,-0.1,0.5,-2.8
CC(=O)Nc1ccc(S(=O)(=O)Nc2ccc(OC(F)(F)F)cc2)cc1,8.3,-0.1,-0.8,10.1
Cc1ccc(S(=O)(=O)NCc2nc3nc(C)cc(C)n3n2)c(C)c1,5.6,-0.2,-1.1,-1.8
CC(CCc1ccccc1)N1C(=O)C2C(C(=O)Nc3ccc(Cl)c(Cl)c3)C3C=CC2(O3)C1C(=O)NC1CCCCC1 (configuration not stated),-4.1,-0.1,-0.3,-5.8
CC(C)(C)c1ccc(C(=O)CSc2nc3sc4c(c3c(=O)n2-c2ccc(Cl)cn2)CCCC4)cc1,-2.7,0.1,-1.1,9.0
Cc1cc2nccc(C3CCCN(C(=O)C4CCCC4)C3)n2n1 (configuration not stated),-9.5,0.1,-0.4,12.3
c1ccc(-c2cn3nc4c(nc3n2)CCCC4)cc1,85.1*,0.1,-8.6,2.9
O=S1(=O)N=C(SCc2ccccc2F)Nc2ccc(Cl)cc21,-3.5,-0.1,1.0,-0.1
O=c1c2ccccc2nc(/C=C\c2ccc(F)c(F)c2)n1-c1cccc(C(F)(F)F)c1,4.2,0.9,1.3,14.6
COc1ccc(CNC(=O)Cn2nc(-c3ccccc3)ccc2=O)c(OC)c1,-1.5,-0.2,0.4,7.7
COc1ccccc1N1CCN(/N=C\c2cccc([N+](=O)[O-])c2)CC1,-59.6,-0.1,-1.3,15.1
COC(=O)c1ccc(NC(=O)/C(=C/c2ccccc2F)NC(=O)c2ccc(Br)cc2)cc1,3.2,-0.1,-0.2,7.3
CCCC1=NN2C(=N)/C(=C/c3ccc(OCCOc4cccc(OC)c4)cc3)C(=O)N=C2S1,-4.2,-0.1,-0.9,8.1
Cc1ccccc1-c1cnnc(N(C)Cc2nc3c(C)cccc3[nH]2)n1,-0.4,0.0,0.8,0.3
CCOc1ccccc1NC(=O)C1=C(C)NC(=O)NC1c1ccccc1Br (configuration not stated),5.0,0.1,1.5,11.8
CCc1nnc(NS(=O)(=O)c2ccc(N/C=C/C(=O)c3ccc(OC)c(OC)c3)cc2)s1,-3.4,0.0,1.4,16.6
c1cc(NC2CC2)nc(-c2ccc(N3CCOCC3)nc2)n1,-31.4,-0.1,-1.7,-6.5
CC1CCCCC1NS(=O)(=O)c1cccc2nsnc12 (configuration not stated),-3.8,-0.1,0.9,15.9
CCOc1ccc(NC(=O)c2c(NCc3cccnc3)sc3c2CCC(C)C3)cc1 (configuration not stated),12.1,-0.3,0.8,5.3
Cc1cc(C(C)(C)C)ccc1OCCCN1CCOCC1,-13.0,-0.2,-0.5,47.8
COc1ccc(CN2CCN(c3ccccn3)CC2)c(C)c1C,-8.8,0.0,-0.7,26.5
CCOC(=O)c1cc2nc(Nc3ccc(OC)cc3)sc2s1,-17.2,0.1,1.3,9.8
Cc1ccc(-c2cc(C(=O)OCC(=O)c3ccc(Cl)c([N+](=O)[O-])c3)c3ccccc3n2)cc1C,-21.7,0.2,-0.1,13.5
CCN(CC)c1ccc(/C=c2\sc3n(c2=O)C(c2ccccc2Cl)C(C(=O)OC)=C(C)N=3)cc1 (configuration not stated),2.9,-0.1,-0.1,-3.0
Cc1nnc(SCC(=O)Nc2ccccc2Cl)s1,0.2,0.8,-0.4,2.0
O=[N+]([O-])c1cccc(S(=O)(=O)N2CCC(c3nc4ccccc4[nH]3)CC2)c1,-4.5,0.0,0.8,6.2
COc1ccc(CNC(=O)c2cnn3c(C)c(Cc4cc(C)ccc4C)c(C)nc23)cc1,3.5,0.1,1.4,4.2
CCc1nnc(NC(=O)CSc2nnc(-c3ccccc3O)n2CC)s1,-6.6,0.3,-0.8,0.7
COc1ccc2c(C)nc(N3CCC(NC4C5CC6CC4CC(O)(C6)C5)CC3)nc2c1 (configuration not stated),-10.7,-0.1,1.0,9.9
Nc1ccccc1Sc1ccc(S(=O)(=O)N2CCOCC2)cc1C(=O)O,-11.9,-0.1,-1.9,-1.2
CC(C)c1ccc(NC(=O)N[C@H]2C[C@H]3C(=O)N[C@@H](CCCCN)C(=O)N3C2)cc1,-15.9,1.1,0.5,10.4
CC(=O)N1CC(C)Sc2cc(S(=O)(=O)Nc3ccc(F)cc3)ccc21 (configuration not stated),4.9,0.0,-1.6,-6.0
COc1cc(/C=N/N2C(=O)CSC2=S)cc(OC)c1O,-6.4,-0.3,0.5,6.5
O=C(Nc1ccc2c(c1)OCCO2)c1cccc2c1C(=O)N(Cc1cccnc1)C2,-0.1,0.1,0.2,5.9
OCCCc1nc2n(n1)C(c1ccccc1Cl)C=C(c1cccs1)N2 (configuration not stated),4.9,0.1,0.2,12.9
CCN1CCN(Cc2nc3c(c(=O)n(C)c(=O)n3C)n2Cc2ccccc2Cl)CC1,-0.8,-0.1,-0.6,8.1
COc1cc(-c2cnn3ccc(NCc4cccnc4)nc23)cc(OC)c1OC,-43.7,0.2,0.2,17.7
Cc1ccc(C(=O)/C=C(/Nc2c(C)n(C)n(-c3ccccc3)c2=O)C(=O)O)cc1,4.0,0.0,-0.1,-13.8
O=C(c1ccc(S(=O)(=O)N2CCOCC2)cc1)N1CCCCC1c1cccnc1 (configuration not stated),1.6,0.0,1.0,-9.5
COc1ccc(OC)c(-n2c(=S)[nH]c3cc(C(=O)NCc4ccccc4Cl)ccc3c2=O)c1,4.7,0.1,0.2,5.6
COc1ccccc1NC(=O)N(CCO)Cc1cc2cc3c(cc2[nH]c1=O)OCO3,5.5,0.1,-0.8,16.9
O=C(CSc1ccc(-c2ccco2)nn1)N1CCN(c2ccccc2)CC1,12.8,0.1,0.3,-0.8
CC(C)NCC(O)COc1ccccc1 (configuration not stated),6.6,-0.1,0.7,-7.3
O=C(COC(=O)c1cc(-c2ccc(Br)cc2)nc2ccccc12)c1ccc(Cl)c([N+](=O)[O-])c1,-2.6,-0.1,-1.0,0.7
CCOc1ccc(-c2oc3ccc(C)cc3c(=O)c2O)cc1OC,-6.1,0.0,-0.5,12.1
O=C(NNCc1ccc(O)cc1)c1ccccc1Cl,-2.8,-0.1,-3.2,-4.4
COc1ccc(NC(=O)c2ccc(C(=O)Nc3ccc(OC)cc3OC)nc2)c(OC)c1,9.1,0.0,0.8,5.6
COc1ccc(S(=O)(=O)N2CCCCC2)c(C)c1,-2.2,0.0,0.2,4.0
COc1ccc(-c2nc(NC(=O)CN3C(=O)C4CC=CCC4C3=O)sc2C)cc1 (configuration not stated),-10.1,0.0,-0.1,6.0
O=C(c1cccc(Br)c1)c1cn[nH]c1-c1ccccc1O,45.7*,0.2,1.2,5.2

# Complete entries from above:
# Listed for COc1ccc(NC(=O)c2ccc(C(=O)Nc3ccc(OC)cc3OC)nc2)c(OC)c1 = TEAD-YAP inh = 9.1; FBW7 activator = 0.0; GPR151 ag = 0.8; MITF inh = 5.6
# Listed for COc1ccccc1NC(=O)N(CCO)Cc1cc2cc3c(cc2[nH]c1=O)OCO3 = TEAD-YAP inh = 5.5; FBW7 activator = 0.1; GPR151 ag = -0.8; MITF inh = 16.9
# Listed for CC(C)NCC(O)COc1ccccc1 (configuration not stated) = TEAD-YAP inh = 6.6; FBW7 activator = -0.1; GPR151 ag = 0.7; MITF inh = -7.3

# Three entries out of the list, ordered by length of the SMILES, descending:
SMILES,TEAD-YAP inh,FBW7 activator,GPR151 ag,MITF inh
CCN(CC)c1ccc(/C=c2\sc3n(c2=O)C(c2ccccc2Cl)C(C(=O)OC)=C(C)N=3)cc1 (configuration not stated),2.9,-0.1,-0.1,-3.0
COc1ccc2c(C)nc(N3CCC(NC4C5CC6CC4CC(O)(C6)C5)CC3)nc2c1 (configuration not stated),-10.7,-0.1,1.0,9.9
Cc1nnc(SCC(=O)Nc2ccccc2Cl)s1,0.2,0.8,-0.4,2.0

# Remaining list, next part:
SMILES,TEAD-YAP inh,FBW7 activator,GPR151 ag,MITF inh
C/C=C/C(=O)Nc1ccc(-c2ccc(NC(=O)/C=C/C)c(OC)c2)cc1OC,60.5*,0.6,-0.5,8.4
CCOCCCNC(=O)c1ccc(OC)c([N+](=O)[O-])c1,0.4,-0.1,0.2,-23.9
O=C(NCC1CCCO1)c1ccc(Cn2c(=S)[nH]c3cc4c(cc3c2=O)OCO4)cc1 (configuration not stated),6.8,-0.1,1.3,6.5
CC(C)c1ccc(NC(=O)NCCS(C)=O)cc1 (configuration not stated),-13.8,0.1,-0.6,3.3
Cc1ccc(-n2c(SCC(=O)Nc3ccc(C(N)=O)cc3)nc3ccccc3c2=O)cc1,2.9,-0.2,-0.5,-1.5
Brc1cc(Br)c2ncc(-c3ccc4ccccc4n3)cc2c1,-6.6,-0.1,-0.6,8.4
O=C(CSc1nnc(-c2ccc3c(c2)OCCO3)o1)N1CCCCC1,-9.5,0.2,1.7,0.2
CN1/C(=C/C(=O)C2CC2)C(C)(C)c2ccccc21,-4.2,0.0,-1.8,1.8
COc1ccc(NC(=O)CN2CCC(NC(=O)C3CCCCC3)CC2)c([N+](=O)[O-])c1,7.7,0.0,-0.9,15.4
CCCCOC(=O)C1=C(C)NC2=C(C(=O)CC(C)(C)C2)C1c1cccc(Cl)c1 (configuration not stated),2.2,0.2,-1.7,-11.9
C=CCn1c(SCc2ccc(C(C)(C)C)cc2)nc2ccccc2c1=O,-7.7,0.0,-2.1,-16.9
COc1ccc(OC)c(NC(=O)CCc2nc3cccnc3n2Cc2cccs2)c1,-6.5,-0.1,2.5,3.3
COc1ccc(CCNc2ncnc3c2nc(NCCCN2CCCC2=O)n3C(C)C)cc1,12.1,-0.1,-0.8,-6.8
O=C(Nc1ccc(Br)cc1F)C1CCN(C(=O)Cc2ccccc2)CC1,2.2,0.0,-1.4,-3.2
O=C(/C=C/c1ccc(F)cc1)Nc1ccc(F)c([N+](=O)[O-])c1,8.2,0.0,-0.8,-9.8
Cc1n[nH]c(C)c1Br,4.2,0.0,2.9,-5.1
COc1ccccc1NC(=O)c1sc2ncn(CC(=O)N3CCCC3)c(=O)c2c1C,7.7,0.2,0.5,0.0
CCC(O)(CC)C(=O)NN(C(=O)/C=C/c1ccccc1)c1ccccc1,-3.2,0.2,-1.8,13.7
CCC(CC)C(=O)NCCc1ccc(OC)cc1,11.0,0.1,-0.2,3.6
CCc1cccc(C)c1NC(=O)CN(c1cc([N+](=O)[O-])ccc1C)S(C)(=O)=O,-1.7,0.1,-0.4,7.2
O=C(NCc1ccc(Cl)cc1)c1cc2nc(-c3ccccc3)cc(C(F)(F)F)n2n1,-0.8,0.2,-0.2,11.5

# Screens from PubChem BioAssay.

# Hits appear at their usual frequency; overall some 3.5% were active at least once.
